Source: PubChem BioAssay (Broad Institute)
BioA inh: inhibitors of Mycobacterium tuberculosis BioA enzyme. inhibition, % at 9.99 µM. AID 602481. 360,000 compounds, 0.096% hits. purified M. tuberculosis BioA enzyme, plate reader; in the data active = inhibition above about 40%
The depositor's hits bear a star.

nr	SMILES	BioA inh
1	CC=Cc1ccc2n(c1=O)C[C@@H]1[C@@H](CO)[C@H](C(=O)N3CCCCC3)N(Cc3ccccc3OC)[C@H]21 (mixture of isomers)	-1.3
2	CC(C)CC#Cc1ccc2c(c1)O[C@@H](CN(C)Cc1ccccc1F)[C@@H](C)CN([C@H](C)CO)S2(=O)=O	-2.6
3	C[C@@H]1CN([C@@H](C)CO)C(=O)c2cc(NC(=O)NC3CCCCC3)ccc2O[C@@H]1CN(C)C(=O)Nc1ccc(C(F)(F)F)cc1	-0.6
4	C[C@H](CO)N1C[C@H](C)[C@H](CN(C)Cc2ccc(C(=O)O)cc2)Oc2ccc(NC(=O)Nc3ccc4c(c3)OCO4)cc2C1=O	-1.2
5	CC(C)NC(=O)N(C)C[C@@H]1Oc2c(NC(=O)c3cnccn3)cccc2C(=O)N([C@@H](C)CO)C[C@@H]1C	-1.4
6	C[C@H](CO)N1C[C@H](C)[C@@H](CN(C)S(=O)(=O)c2ccc(F)cc2)Oc2ccc(NS(=O)(=O)c3cccs3)cc2CC1=O	-1.4
7	CCCC#Cc1cnc2c(c1)C(=O)N([C@@H](C)CO)C[C@@H](C)[C@H](CN(C)S(=O)(=O)c1cccc(OC)c1)O2	5.0
8	COCC#Cc1ccc([C@@H]2[C@@H](CO)N3CCCCN(C(=O)Nc4cc(F)ccc4F)C[C@H]23)cc1	-4.1
9	C[C@H](CO)N1C[C@H](C)[C@H](CN(C)CC2CCOCC2)Oc2cc(C3=CCCC3)ccc2S1(=O)=O	-0.9
10	CC(C)CC#Cc1cnc2c(c1)C(=O)N([C@@H](C)CO)C[C@H](C)[C@@H](CN(C)Cc1cccc(F)c1)O2	-2.0
11	C[C@@H]1CN([C@@H](C)CO)C(=O)c2cc(C#CC(C)(C)O)cnc2O[C@H]1CN(C)C(=O)C1CCCCC1	3.6
12	COc1cccc(-c2ccc3c(c2)[C@@H]2[C@@H](CCN2S(=O)(=O)c2ccccc2C)[C@H](CO)N3C)c1	0.0
13	COc1ccc(C#Cc2ccc3c(c2)[C@]2(C(=O)N3)[C@H](C(N)=O)[C@H]3C(=O)O[C@H](c4ccccc4)[C@H](c4ccccc4)N3[C@@H]2c2ccc(O)cc2)cc1	-2.1
14	C[C@@H]1CN([C@@H](C)CO)C(=O)c2cc(-c3cccc(C#N)c3)cnc2O[C@@H]1CN(C)Cc1cccnc1	-1.6
15	C[C@@H]1CN([C@H](C)CO)C(=O)c2cc(C#Cc3ccccn3)cnc2O[C@@H]1CN(C)C(=O)c1ccccn1	-0.6
16	C[C@@H]1CN([C@H](C)CO)C(=O)c2cccc(NS(=O)(=O)c3ccc(F)cc3)c2O[C@@H]1CN(C)S(=O)(=O)c1ccc(Cl)cc1	2.9
17	CC(C)NC(=O)N1CCCCN2[C@H](CO)[C@H](c3ccc(C#Cc4ccccc4F)cc3)[C@H]2C1	1.3
18	C[C@H]1CN([C@@H](C)CO)C(=O)c2cc(-c3cccc(C#N)c3)cnc2O[C@H]1CN(C)Cc1ccc(F)cc1	-2.2
19	Cc1noc(C)c1NC(=O)N(C)C[C@@H]1Oc2c(NC(=O)Nc3ccccc3)cccc2C(=O)N([C@H](C)CO)C[C@@H]1C	-0.2
20	C[C@H](CO)N1C[C@H](C)[C@@H](CN(C)C(=O)Nc2cccc(F)c2)OCc2cn(nn2)CCCC1=O	0.6

4 of the compounds above, with each value named:
#12 COc1cccc(-c2ccc3c(c2)[C@@H]2[C@@H](CCN2S(=O)(=O)c2ccccc2C)[C@H](CO)N3C)c1
  BioA inh: 0.0
#7 CCCC#Cc1cnc2c(c1)C(=O)N([C@@H](C)CO)C[C@@H](C)[C@H](CN(C)S(=O)(=O)c1cccc(OC)c1)O2
  BioA inh: 5.0
#10 CC(C)CC#Cc1cnc2c(c1)C(=O)N([C@@H](C)CO)C[C@H](C)[C@@H](CN(C)Cc1cccc(F)c1)O2
  BioA inh: -2.0
#19 Cc1noc(C)c1NC(=O)N(C)C[C@@H]1Oc2c(NC(=O)Nc3ccccc3)cccc2C(=O)N([C@H](C)CO)C[C@@H]1C
  BioA inh: -0.2

Individual results from above:
Value for no. 20 in BioA inh: 0.6
Value for no. 8 in BioA inh: -4.1
Value for no. 2 in BioA inh: -2.6
Value for no. 15 in BioA inh: -0.6
Value for no. 12 in BioA inh: 0.0
Value for no. 1 in BioA inh: -1.3

Back to the main list; the 3 compounds before the break are reprinted first.
nr	SMILES	BioA inh
18	C[C@H]1CN([C@@H](C)CO)C(=O)c2cc(-c3cccc(C#N)c3)cnc2O[C@H]1CN(C)Cc1ccc(F)cc1	-2.2
19	Cc1noc(C)c1NC(=O)N(C)C[C@@H]1Oc2c(NC(=O)Nc3ccccc3)cccc2C(=O)N([C@H](C)CO)C[C@@H]1C	-0.2
20	C[C@H](CO)N1C[C@H](C)[C@@H](CN(C)C(=O)Nc2cccc(F)c2)OCc2cn(nn2)CCCC1=O	0.6
21	CN(C)Cc1cn(CC[C@H]2CC[C@H](NC(=O)Nc3ccccc3F)[C@@H](CO)O2)nn1	0.2
22	C[C@@H]1CN([C@H](C)CO)C(=O)c2cc(NC(=O)NC3CCCCC3)ccc2O[C@H]1CN(C)Cc1ccc(-c2ccccc2)cc1	-4.5
23	CC(C)CC#Cc1cnc2c(c1)C(=O)N([C@H](C)CO)C[C@H](C)[C@H](CN(C)S(=O)(=O)c1cccs1)O2	-1.7
24	CCC(=O)Nc1ccc2c(c1)C(=O)N(C)[C@H]1CC[C@H](CC(=O)O)O[C@H]1CO2	-1.8
25	CN(C)C(=O)C[C@H]1CC[C@H](NC(=O)NC2CCCC2)[C@H](CO)O1	0.3
26	C[C@H]1CN([C@@H](C)CO)C(=O)c2cc(/C=C/c3ccccc3)cnc2O[C@H]1CN(C)S(=O)(=O)c1cccs1	5.0
27	CC(C)NC(=O)Nc1ccc2c(c1)C(=O)N([C@@H](C)CO)C[C@@H](C)[C@@H](CN(C)S(C)(=O)=O)OCCCC[C@@H](C)O2	-1.1
28	CNC(=O)C[C@@H]1CC[C@H]2[C@@H](COC[C@@H](O)CN2S(=O)(=O)c2ccc(Oc3ccccc3)cc2)O1	-0.8
29	COc1ccccc1-c1cnc2c(c1)C(=O)N([C@H](C)CO)C[C@H](C)[C@@H](CN(C)C(=O)c1ccncc1)O2	5.6
30	CN1[C@H](C(=O)NCC2CCCCC2)[C@@H](CO)[C@@H]2Cn3c(ccc(-c4cccnc4)c3=O)[C@@H]21	16
31	O=C(NC1CCCC1)[C@@H]1[C@@H](CO)[C@@H]2Cn3c(ccc(-c4ccccc4)c3=O)[C@H]1N2CCc1ccccc1	1.4
32	COc1ccc(NC(=O)N(C)C[C@@H]2Oc3ccc(NS(=O)(=O)c4c(C)noc4C)cc3C(=O)N([C@@H](C)CO)C[C@@H]2C)cc1	-1.9
33	C[C@@H]1CN([C@@H](C)CO)C(=O)c2cc(NC(=O)Cc3ccccc3)ccc2O[C@H]1CN(C)C(=O)Nc1ccc(C(F)(F)F)cc1	0.3
34	C[C@H](CO)N1C[C@H](C)[C@@H](CN(C)C(=O)c2ccncc2)OCCCC[C@H](C)Oc2ccc(NC(=O)c3ccncc3)cc2C1=O	1.9
35	CCCN1[C@@H]2c3ccc(-c4ccccc4)c(=O)n3C[C@@H]2[C@@H](CO)[C@@H]1C(=O)NCCc1cn(C)cn1	0.4
36	CNC[C@@H]1Oc2cc(C#CC3CCCC3)ccc2S(=O)(=O)N([C@@H](C)CO)C[C@H]1C	-3.7
37	C[C@@H]1CCCCO[C@H](CN(C)C(=O)Nc2ccccc2)[C@H](C)CN([C@@H](C)CO)C(=O)c2cc(NC(=O)Nc3ccc(F)cc3)ccc2O1	-2.8
38	C/C=C/c1ccc2c(c1)O[C@@H](CN(C)C(=O)c1ccccn1)[C@H](C)CN([C@H](C)CO)S2(=O)=O	3.2
39	COc1ccccc1NC(=O)N(C)C[C@@H]1OCc2ccccc2-c2c(n(C)c3ccccc23)C(=O)N([C@@H](C)CO)C[C@H]1C	-1.4
40	C[C@H]1CN([C@@H](C)CO)S(=O)(=O)c2ccc(-c3ccncc3)cc2O[C@@H]1CN(C)C	-0.7

Other entries follow.
item	SMILES	BioA inh
41	COc1ccc(S(=O)(=O)Nc2ccc3c(c2)C(=O)N([C@@H](C)CO)C[C@@H](C)[C@@H](CN(C)Cc2ccc(C(=O)O)cc2)OCCCC[C@@H](C)O3)cc1	-2.5
42	O=C(Cc1ccncc1)N1CCCCN2[C@@H](CO)[C@H](c3ccc(C#CC4(O)CCCC4)cc3)[C@@H]2C1	-3.3
43	CCCN(C)C[C@@H]1OCCCC[C@H](C)Oc2ccc(NS(C)(=O)=O)cc2C(=O)N([C@@H](C)CO)C[C@H]1C	0.1
44	C[C@@H]1CN([C@H](C)CO)C(=O)c2cccc(N(C)C)c2O[C@@H]1CN(C)S(=O)(=O)c1ccccc1	-1.2
45	CCCC#Cc1cnc2c(c1)C(=O)N([C@@H](C)CO)C[C@@H](C)[C@@H](CN(C)S(=O)(=O)c1ccccc1)O2	3.1
46	C[C@H]1CCCCO[C@@H](CN(C)C(=O)c2ccncc2)[C@@H](C)CN([C@@H](C)CO)C(=O)c2cc(NC(=O)CCC(F)(F)F)ccc2O1	1.8
47	COc1ccc(S(=O)(=O)N(C)C[C@H]2Oc3ccc(NC(=O)CCN4CCOCC4)cc3CC(=O)N([C@H](C)CO)C[C@H]2C)cc1	1.2
48	COc1ccc(C#Cc2ccc3c(c2)O[C@H](CN(C)C(=O)NC2CCCCC2)[C@H](C)CN([C@H](C)CO)S3(=O)=O)cc1	-0.8
49	C[C@H]1CCCCO[C@H](CN(C)C)[C@@H](C)CN([C@@H](C)CO)C(=O)c2cc(NC(=O)Nc3ccc(F)cc3)ccc2O1	0.6
50	CC(C)NC(=O)Nc1ccc2c(c1)C(=O)N([C@@H](C)CO)C[C@@H](C)[C@@H](CN(C)C(=O)NC(C)C)O2	-1.9
51	CC(C)NC(=O)N1[C@H](CO)[C@H]2c3ccccc3N(C(=O)Nc3cccc(Cl)c3)C[C@H]21	0.5
52	CC(C)C#Cc1cnc2c(c1)C(=O)N([C@H](C)CO)C[C@H](C)[C@H](CN(C)S(=O)(=O)c1cn(C)cn1)O2	-1.5
53	C[C@H]1CN([C@@H](C)CO)C(=O)c2cc(NS(=O)(=O)c3ccc(F)cc3)ccc2O[C@@H]1CN(C)CC1CCCCC1	-3.2
54	O=C(Nc1ccc(F)cc1)N1C[C@@H]2[C@H](c3ccccc31)[C@H](CO)N2C(=O)Cc1ccncc1	-8.6
55	COc1cccc(NC(=O)N(C)C[C@H]2Oc3cc(C#CC4(O)CCCC4)ccc3S(=O)(=O)N([C@H](C)CO)C[C@@H]2C)c1	-0.3
56	CC(C)NC(=O)Nc1ccc2c(c1)C(=O)N([C@@H](C)CO)C[C@H](C)[C@H](CN(C)S(=O)(=O)c1cn(C)cn1)O2	-0.2
57	Cc1ccc(-c2ccc([C@@H]3[C@@H](CO)N4CCCCN(C(=O)c5ccncc5)C[C@@H]34)cc2)cc1	4.2
58	O=C(C[C@H]1C[C@@H]2c3cc(NC(=O)Nc4ccc(F)cc4)ccc3O[C@@H]2[C@H](CO)O1)NCC1CC1	-0.4
59	C[C@H]1CCCCO[C@H](CN(C)C(=O)Nc2ccc(F)cc2)[C@@H](C)CN([C@@H](C)CO)C(=O)c2cc(NC(=O)Nc3cccc4ccccc34)ccc2O1	-2.2
60	C[C@H]1CN([C@@H](C)CO)C(=O)c2cc(C3=CCCC3)cnc2O[C@H]1CN(C)C(=O)c1cccnc1	-3.7
61	CCCNC(=O)N1C[C@H](C)[C@H](OC)CN(C)C(=O)c2cc(NC(=O)CCC)ccc2OC[C@H]1C	-0.4
62	CN(C[C@@H]1[C@@H](c2ccccc2)[C@H](CO)N1CC1CC1)C(=O)c1ccc(F)cc1	-5.4
63	C[C@@H]1CN([C@@H](C)CO)C(=O)c2cc(NS(=O)(=O)c3ccc(Cl)cc3)ccc2O[C@@H](C)CCCCO[C@@H]1CN(C)C(=O)Cc1ccccc1	0.9
64	COCC(=O)Nc1ccc2c(c1)C(=O)N(C)C[C@@H](OC)[C@H](C)CN(C(=O)C1CCCC1)[C@H](C)CO2	-1.1
65	Cc1cc(C(=O)Nc2ccc3c(c2)C(=O)N(C)[C@@H]2CC[C@@H](CC(=O)NCC(F)(F)F)O[C@H]2CO3)no1	-2.5
66	COCC(=O)N(C)C[C@@H]1Oc2cc(-c3cccnc3)ccc2S(=O)(=O)N([C@@H](C)CO)C[C@H]1C	2.8
67	C[C@H](CO)N1C[C@H](C)[C@H](CN(C)CC2CC2)OCCCC[C@H](C)Oc2ccc(NC(=O)Nc3ccc4c(c3)OCO4)cc2C1=O	0.8
68	Cc1noc(C)c1S(=O)(=O)Nc1ccc2c(c1)C(=O)N([C@@H](C)CO)C[C@@H](C)[C@@H](CN(C)C(=O)NC1CCCCC1)OCCCC[C@@H](C)O2	0.8
69	Cc1noc(C)c1NC(=O)N(C)C[C@H]1OCc2cn(nn2)CCCC(=O)N([C@H](C)CO)C[C@@H]1C	-2.4
70	COc1ccc(S(=O)(=O)N(C)C[C@@H]2OCCCC[C@@H](C)Oc3ccc(NS(=O)(=O)c4ccc(F)cc4)cc3C(=O)N([C@H](C)CO)C[C@@H]2C)cc1	-0.6
71	CN1C(=O)c2cc(NC(=O)c3ccc(F)cc3)ccc2OC[C@@H]2O[C@@H](CC(=O)NCC3CC3)CC[C@H]21	0.9
72	COc1ccc(S(=O)(=O)N(C)C[C@@H]2Oc3ccc(NC(=O)CCCCCC(=O)Nc4ccccc4N)cc3CC(=O)N([C@H](C)CO)C[C@H]2C)cc1	-0.6
73	O=C(C[C@H]1CC[C@H]2[C@@H](COC[C@@H](O)CN2C(=O)Nc2cccc(Cl)c2)O1)N1CCCCC1	1.8
74	CO[C@@H]1CN(C)C(=O)c2cc(NC(=O)C3CCCCC3)ccc2OC[C@H](C)N(Cc2cccnc2)C[C@@H]1C	1.5
75	CO[C@@H]1CN(C)C(=O)c2cc(NS(=O)(=O)c3ccc(C)cc3)ccc2OC[C@H](C)NC[C@@H]1C	-1.2
76	C[C@H]1CN([C@@H](C)CO)C(=O)c2cc(C3=CCCCC3)cnc2O[C@H]1CN(C)Cc1cccnc1	7.1
77	C[C@@H]1CN([C@@H](C)CO)C(=O)Cc2cc(NC(=O)Cn3cnnn3)ccc2O[C@@H]1CN(C)Cc1ccccc1	0.4

A portion of the library, so the mix of outcomes need not match the whole.
